PAFAH2 inh – PAFAH2 enzyme inhibitors, primary screen, biochemical, fluorescence polarization, human. Platelet-activating factor acetylhydrolase 2, cytoplasmic (Homo sapiens), Q99487. recombinant PAFAH2, FP-rhodamine activity probe. 340,000 compounds, 0.99% hits. inhibition, % at 3.39 µM;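 active = inhibition above the mean over all tested compounds plus 3 SD, cut at about 30% in these data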;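 also: inhibitors block probe labeling of enzyme so polarization drops; 0% = enzyme with DMSO and 100% = wells lacking PAFAH2 protein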
ZTA DNA inh – counter-screen for EBNA-1 inhibitors: inhibitors of Epstein-Barr virus ZTA; inhibition, % at 11 µM; 320,000 compounds, 0.15% hits; ZTA-DNA binding, fluorescence polarization; in the data active = inhibition above about 33%
Target sequence (P03206 whole entry, looked up): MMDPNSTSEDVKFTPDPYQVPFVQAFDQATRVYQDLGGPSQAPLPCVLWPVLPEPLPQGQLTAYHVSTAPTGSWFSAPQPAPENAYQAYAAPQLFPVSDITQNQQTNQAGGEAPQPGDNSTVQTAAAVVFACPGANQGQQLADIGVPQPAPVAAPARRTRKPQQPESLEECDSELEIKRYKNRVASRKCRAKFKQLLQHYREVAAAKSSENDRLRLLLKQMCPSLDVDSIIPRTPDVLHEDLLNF
LYPLA2 inh – LYPLA2 inhibitors, primary screen, counter-screen for PME1 inhibitor project, biochemical, fluorescence polarization, FP-Rh probe ABPP | inhibition, % at 5.9 µM | 320,000 compounds, 0.38% hits | Acyl-protein thioesterase 2 (Homo sapiens), O95372 | AID 2177, 2009 | recombinant LYPLA2;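 active = inhibition above the screen-wide mean plus 3 SD, limit set per campaign, cut at about 26% in these data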;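 also: 0% = LYPLA2 with DMSO and 100% = wells lacking LYPLA2 enzyme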
Target sequence (O95372 whole entry, looked up): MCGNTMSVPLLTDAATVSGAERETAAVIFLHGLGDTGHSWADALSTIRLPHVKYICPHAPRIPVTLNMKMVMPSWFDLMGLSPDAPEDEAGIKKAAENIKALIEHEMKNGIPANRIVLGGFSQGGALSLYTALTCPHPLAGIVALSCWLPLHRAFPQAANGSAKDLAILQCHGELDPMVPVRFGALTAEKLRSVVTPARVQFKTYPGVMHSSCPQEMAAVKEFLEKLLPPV
EBNA-1 inh – EBNA-1 DNA-binding inhibitors, primary screen, biochemical, fluorescence polarization | 300,000 compounds, 0.34% hits | inhibition, % at 14.8 µM | AID 1950, 2009; in the data active = inhibition above about 28%
PAFAH1B2 inh – PAFAH1B2 enzyme inhibitors, primary screen, biochemical, fluorescence polarization, human. Platelet-activating factor acetylhydrolase IB subunit alpha2 (Homo sapiens), P68402. recombinant PAFAH1B2, FP-rhodamine activity probe. inhibition, % at 3.39 µM. 340,000 compounds, 1.2% hits. AID 492953, 2010;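 active = inhibition above the mean of all tested compounds plus 3 SD, cut at about 24% in these data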;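 also: 0% = enzyme with DMSO and 100% = wells lacking PAFAH1B2; many of its hits are not listed in these tables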
pPAFAH FP inh – pPAFAH enzyme inhibitors, primary screen, biochemical, fluorescence polarization, human; recombinant pPAFAH, FP-rhodamine probe fluorescence polarization; 330,000 compounds, 1.5% hits; Platelet-activating factor acetylhydrolase (Homo sapiens), Q13093; inhibition, % at 3.39 µM;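 active = inhibition above the mean inhibition across the screen plus 3 SD, cut at about 25% in these data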;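 also: inhibitors block binding of the rhodamine activity-based probe so polarization drops; 0% = enzyme with DMSO and 100% = wells lacking pPAFAH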
LYPLA1 inh – LYPLA1 inhibitors, primary screen, counter-screen for PME1 inhibitor project, biochemical, fluorescence polarization, FP-Rh probe ABPP | 320,000 compounds, 0.16% hits | recombinant LYPLA1 | inhibition, % at 5.9 µM;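 active = inhibition above the mean of all tested compounds plus 3 SD, set per campaign, cut at about 14% in these data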;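 also: inhibitors block serine hydrolase probe labeling of LYPLA1 so polarization falls; 0% = enzyme with DMSO and 100% = wells lacking LYPLA1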
Target sequence (O75608 whole entry, looked up): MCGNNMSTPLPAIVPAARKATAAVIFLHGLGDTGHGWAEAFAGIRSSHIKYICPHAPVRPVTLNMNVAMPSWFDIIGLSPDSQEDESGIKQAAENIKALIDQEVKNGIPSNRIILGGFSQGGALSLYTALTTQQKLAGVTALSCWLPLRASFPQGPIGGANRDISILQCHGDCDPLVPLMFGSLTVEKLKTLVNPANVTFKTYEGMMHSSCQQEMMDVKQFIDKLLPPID
PAFAH1B3 FP inh – PAFAH1B3 enzyme inhibitors, primary screen, biochemical, fluorescence polarization, human; inhibition, % at 3.39 µM; 340,000 compounds, 0.28% hits; recombinant PAFAH1B3, FP-rhodamine probe; Platelet-activating factor acetylhydrolase IB subunit alpha1 (Homo sapiens), Q15102;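 active = inhibition above the screen-wide average of all tested compounds plus 3 SD, cut at about 25% in these data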;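 also: 0% = enzyme with DMSO only and 100% = wells lacking PAFAH1B3 protein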
Target sequence (Q15102 whole entry, looked up): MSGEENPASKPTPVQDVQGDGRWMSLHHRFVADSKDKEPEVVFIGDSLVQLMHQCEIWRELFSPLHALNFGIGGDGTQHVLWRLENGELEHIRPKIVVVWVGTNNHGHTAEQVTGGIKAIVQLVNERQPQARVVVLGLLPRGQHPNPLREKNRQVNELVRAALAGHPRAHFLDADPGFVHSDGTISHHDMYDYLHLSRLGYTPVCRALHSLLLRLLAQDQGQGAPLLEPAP
PREPL inh – PREPL enzyme inhibitors, primary screen, biochemical, fluorescence polarization; Prolyl endopeptidase-like (Homo sapiens), Q4J6C6; recombinant PREPL, fluorescence polarization activity-based probe; inhibition, % at 5.96 µM; 320,000 compounds, 0.68% hits; in the data active = inhibition above about 43%;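 also: 0% = enzyme with DMSO and 100% = wells lacking enzyme; many of its hits are not listed in these tables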
* marks the source's active call; other numbers are inactive results; . = not tested or not shown. These rows are one share of the data (hit frequency here may not be typical).

SMILES	PAFAH2 inh	ZTA DNA inh	LYPLA2 inh	EBNA-1 inh	PAFAH1B2 inh	pPAFAH FP inh	LYPLA1 inh	PAFAH1B3 FP inh	PREPL inh
C[C@H](CO)N1C[C@H](C)[C@@H](CN(C)S(=O)(=O)c2ccccc2)Oc2ccc(NC(=O)C3CC3)cc2C1=O	14	.	.	.	0	-3	.	0	26
CCOC(=O)c1ccc(NCc2nc3ccccc3[nH]2)cc1	-10	2	4	-3	0	-4	2	-10	-1
O=C1CC(C(=O)Nc2ccc(C(=O)N3CCOCC3)cc2)C2(CCCCC2)O1 (stereo unspecified)	-7	20	2	3	0	4	-3	2	6
CC(C)CC(=O)NC(=S)Nc1ccccc1F	-5	2	6	3	4	0	4	1	12
Cc1ccsc1/C=N/n1cnc2sc(C)c(C)c2c1=O	5	2	-2	15	-3	6	-2	3	-5
Cc1cc(N2CCOCC2)nc2ccc(NC(=S)NCCN(C)C)cc12	-7	6	-3	-12	2	1	-6	-2	19
CCCC(=O)Nc1cc(OC)c(NC(=O)NC2CCCCC2)cc1OC	12	-19	11	15	2	4	3	5	11
COc1ccc(OC)c(NC(=O)NCc2cccnc2)c1	5	-1	12	3	3	4	2	11	16
Cc1ccc(CNC(=O)COC(=O)c2ccc(S(=O)(=O)N3CCOCC3)cc2)cc1	3	.	.	.	4	1	.	-3	-1
CCN(CC)CC(=O)c1c(N)n(Cc2ccccc2)c(=O)n(C)c1=O	-3	-11	0	-5	-2	2	-1	2	9
COC(=O)C(C(=O)OC)c1ncc(C(F)(F)F)cc1Cl	0	9	-6	4	5	2	-1	-10	11
O=[N+]([O-])c1ccc(-n2ccnc2)cc1	-3	-2	-6	0	-1	3	-3	4	-1
OC1CCN(Cc2nc(Cc3ccccc3Cl)no2)CC1	0	11	1	2	3	2	-4	-8	1
OCCN1CCN(C(=S)c2ccc(Cl)c(Cl)c2)CC1	-12	-5	0	-13	2	2	-3	13	0
CC(C)COc1ccc(C(=O)CCN2CCCCC2)cc1	17	8	4	0	2	-3	1	8	11
CC(=O)c1c(-c2ccc(Cl)cc2Cl)noc1C	2	0	-4	-4	3	3	2	9	-6
CC(C)OCCCNC(=O)c1cn(C)c2ccc(S(=O)(=O)N3CCCC3)cc2c1=O	-8	-14	-8	-1	0	-7	-4	5	0
COCCn1c(-c2ccccc2)nc2oc3ccccc3c(=O)c2c1=O	7	3	-6	-1	8	1	3	7	5
CN(C(=O)CSc1nnc(-c2cccs2)o1)C1CCS(=O)(=O)C1 (stereo unspecified)	-1	0	-3	-7	0	0	1	11	-2
Cc1cccc(-n2ncc3c(N4CCC(C)CC4)ncnc32)c1	5	6	5	2	3	-1	-5	3	5
C=C(C)CSc1nc2ncccc2[nH]1	2	1	8	6	4	7	4	8	-12
Cc1ccc([N+](=O)[O-])cc1N(CC(=O)Nc1ccc(S(=O)(=O)Nc2cccc(C(F)(F)F)c2)cc1)S(C)(=O)=O	-33	-12	-56	6	-16	1	-27	-31	-21
CC1=C/C(=N\NC(=O)c2ccccc2)CC1	2	9	-1	0	3	5	3	-5	3
CCc1c(C)c2ccc(OC(C)C(=O)NC(Cc3c[nH]c4ccc(O)cc34)C(=O)O)c(C)c2oc1=O (stereo unspecified)	9	-5	4	0	4	9	2	8	-1
c1ccc2c(Cn3nnc4ccccc43)cccc2c1	6	20	3	2	0	1	-1	4	-12
Cc1ccc2nc3c(c(C(=O)O)c2c1)CCC3	8	-2	10	6	7	4	4	6	0
COc1ccc(/C=C/C=C2\N=C(SC)SC2=O)cc1	-5	-2	-5	1	-6	3	-2	-5	6
CC(C)OP(=O)(OC(C)C)C(Nc1ccc([N+](=O)[O-])cc1)c1cccc([N+](=O)[O-])c1 (stereo unspecified)	3	2	0	5	3	4	-1	-2	5
Cc1ccc(C)c(NC(=O)CN(C)C(=O)CN2C(=O)NC3(CCc4ccccc43)C2=O)c1 (stereo unspecified)	-5	7	-4	.	0	2	2	1	5
Cc1c(C(=O)O)sc2nc(-c3cccs3)cc(C(F)(F)F)c12	8	3	0	11	2	12	6	5	-4
CCc1cc2cc(C)cc(C)c2nc1SCC(=O)N1CCN(C(=O)c2ccco2)CC1	0	0	9	6	2	23	1	2	21
COc1ccc(C(=O)Nc2ccc(-c3nnn(CC(=O)NCc4ccco4)n3)cc2)cc1	-5	4	-17	27	-1	-4	-7	-2	-15
CC1C(=O)OC(c2ccc(Br)cc2)C(C)(C)C1=O (stereo unspecified)	3	3	-1	0	4	1	1	-2	-1
CCN(CC)c1ccc(C(=O)N/N=C/c2ccccc2OC(F)F)cc1	8	7	-6	-7	4	11	-7	10	5
Clc1cc(/C=N\NC2=NCCN2)cc(Cl)n1	.	18	-1	0	.	4	-1	.	0
Cc1cccc(NC(=O)CN2CCN(C(=O)C(C)Oc3ccc(C#N)cc3)CC2)c1C (stereo unspecified)	-1	-15	7	.	2	-1	1	5	10
CCOC(=O)c1cc(-c2ccc(/C=C3/C(=O)NC(=O)C(C#N)=C3C)o2)ccc1Cl	22	-8	-2	-1	8	46*	-3	17	4
COc1cc(CN(C)Cc2cc(=O)n3ccsc3n2)ccc1OC(F)F	-3	11	4	4	1	5	3	2	16
Cc1ccc(OCCCC(=O)Nc2ccccc2C(F)(F)F)cc1	10	13	-2	5	3	8	-2	2	6
COc1cc(S(=O)(=O)N(Cc2cccs2)C2CC2)ccc1-n1cnnn1	8	8	3	-3	0	10	-1	5	12
CC(=O)NC(=S)Nc1ccc(NC(=O)COc2ccc(C(C)C)cc2)cc1	-2	14	8	9	2	5	-4	-2	-78
O=C(NNC1CC(=O)N(c2ccc(Br)cc2)C1=O)c1ccco1 (stereo unspecified)	-3	4	-4	15	4	2	-3	0	-2
O=C(O)CCCN=Cc1c(O)c2ccccc2oc1=O	.	4	0	-7	.	1	0	.	-8
CC1(C)CC(=O)C(Sc2nnc(-c3ccc(O)cc3)n2CC2CCCO2)C(=O)C1 (stereo unspecified)	-7	-3	8	-4	-2	1	4	6	8
CCn1ccnc1CN(C)C(=O)c1ccc(OC2CCN(CCc3ccccc3)CC2)cc1	5	-16	13	0	1	7	3	6	13
Cc1cc(C)c(C)c(S(=O)(=O)N2CCC(C(=O)OCC(=O)NC3CCS(=O)(=O)C3)CC2)c1C (stereo unspecified)	5	.	.	.	1	11	.	-5	4
CC[C@]12c3[nH]c4cc(CCC(=O)N(C)C)ccc4c3CCN1C(=O)[C@@H](CC(=O)NCCCOC)C[C@@H]2C(=O)N1CCN(C(=O)c2ccco2)CC1	-2	.	.	.	2	5	.	3	.
CNc1nc(OC)nc(N2CCOCC2)n1	-1	4	3	-2	3	2	1	-4	-1
COc1ccc(N=C2S/C(=C\c3ccc(N4CCOCC4)o3)C(=O)N2CCc2c[nH]c3ccccc23)cc1	-6	-2	-4	-8	-3	4	-6	8	22
Cc1cccc(N/N=C(\C(N)=O)C2=NC(C)(C)Cc3ccccc32)c1	-2	-17	8	-6	6	9	2	14	3
CC(Oc1cccc(Cl)c1)C(=O)Nc1cc(S(=O)(=O)N2CCOCC2)ccc1N1CCCC1 (stereo unspecified)	0	-5	5	0	-6	-2	2	4	11
O=C(C[C@H]1C/C=C\C[C@H](Cc2ccc(F)cc2)C(=O)O[C@@H](c2ccccc2)CNC1=O)N[C@@H](CO)Cc1ccccc1	4	.	.	.	5	-8	.	-5	21
Cc1cc(Br)ccc1OCCCCN1CCCCC1	3	23	5	2	2	6	0	0	25
Cc1cc(S(=O)(=O)n2cnc3ccccc32)c(C)cc1Cl	-2	8	10	0	4	2	-2	2	-1
CC(=O)NCCOC(=O)Nc1sc(=S)n(C)c1C	-4	-6	6	0	5	5	-1	-1	3
COc1cccc(C(CNC(=O)C2CCN(C(=O)Nc3ccccc3)CC2)N(C)C)c1 (stereo unspecified)	-4	8	6	.	2	4	-1	-3	20
Cc1c(NC2(C#N)CCCCC2)c(=O)n(-c2ccccc2)n1C	4	-18	-5	5	3	3	1	4	12
CC(C)(C)NC(=O)CN(C(=O)C1(C)CC(=O)N=C2C=CC=CN21)C1CCCC1 (stereo unspecified)	4	-23	3	-2	2	0	-2	7	21
CCCC(=O)Nc1cc(C(=O)O)ccc1Sc1ccc(C)cc1	5	5	1	-9	8	2	-1	-8	10
CCOC(=O)C1(C(F)(F)F)N=C(C(F)(F)F)Nc2ccc(F)cc21 (stereo unspecified)	11	-8	-2	-14	4	-2	4	1	14

Remaining list, next part.
SMILES	PAFAH2 inh	ZTA DNA inh	LYPLA2 inh	EBNA-1 inh	PAFAH1B2 inh	pPAFAH FP inh	LYPLA1 inh	PAFAH1B3 FP inh	PREPL inh
COCCNC(=O)CN(C(=O)CCC(=O)Nc1nccs1)c1ccc2c(c1)OCO2	9	7	18	7	-2	4	-3	5	3
CCNc1c(NS(=O)(=O)c2ccc([N+](=O)[O-])cc2)c(=O)oc2ccccc12	1	-2	5	-13	0	-4	-3	9	8
O=C(NCC1CCCO1)c1ccc(NC(=O)C2C3C=CC(C3)C2C(=O)O)cc1 (stereo unspecified)	-6	4	-1	10	2	5	0	7	4
COCCN1C(=O)c2ccccc2C(C(=O)NCc2ccco2)C1c1c[nH]c2ccccc12 (stereo unspecified)	0	6	7	0	6	5	1	5	-1
COc1ccc(S(=O)(=O)NC(C(C)C)C(C)C)cc1OC	4	7	1	-1	5	2	2	-4	-4
Cn1c(Cn2c(=O)sc3ccccc32)nnc1SCC(=O)NCc1ccco1	-7	11	3	-4	2	-8	-2	4	12
Cc1cccc2c(C(=O)N3CCN(c4ccccc4)CC3)cc(-c3ccncc3)nc12	-2	2	-2	-12	3	1	-3	6	-38
O=C(Nc1ccccc1C(=O)NC1CC1)c1ccccc1	-4	-10	0	.	3	1	1	-1	0
CC(C)n1c(SCC(=O)Nc2ccc(F)cc2)nnc1C1CC1	10	-8	5	5	-3	4	-6	4	7
CC1(C)CC(=O)c2cnc(NCc3ccco3)nc2C1	1	8	0	-3	-1	5	-1	-6	-6
O=C(NCCc1ccccc1)c1c(F)c(F)c(F)c(F)c1F	6	1	-6	-2	-3	-4	1	2	2
O=C(/C=C\c1cn(-c2ccccc2)nc1-c1cccs1)N1CCOCC1	5	-13	-6	-4	-3	0	-8	4	-20
COc1ccc(-c2cc(C(=O)NCc3cn(C)nc3C)c3ccccc3n2)cc1OC	5	14	0	6	2	-2	3	12	0
Cc1cccc(N2CCN(S(=O)(=O)c3ccc4c(c3)CC(C)N4C(=O)C3CC3)CC2)c1C (stereo unspecified)	4	-15	-4	-5	0	3	-4	8	-26

High-throughput results from PubChem BioAssay.
